Compound activity deposited in PubChem BioAssay by several laboratories.
bCat nuc transl: modulators of beta-catenin nuclear translocation, primary screen, imaging, HeLa cells, immunofluorescence, high-content. 190,000 tested, 0.3% active. nuclear translocation activity, % at 5 µM. AID 1665, 2009;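 active means nuclear translocation activity above 50% at 5 µM, with a well cell count of 50 or more; inconclusive means wells under 50 cells across six images, flagged as toxic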;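 further: per-cell ratio of nuclear to cytoplasmic median beta-catenin stain intensity; plate controls were DMSO negative control for no effect and GSK-3 inhibitor IX positive control for full effect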
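Technique: fluorescence imaging of beta-catenin antibody stain plus DAPI / Material: human HeLa cell line / Incubation: compound treatment 24 h, 37°C, 5% CO2 / Read-out basis: % activation of per-cell nuclear versus cytoplasmic median beta-catenin signal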
West Nile antiviral: West Nile virus antiviral activity, cell-based, CPE readout (AID 1621). West Nile virus-infected cells, CPE inhibition; higher % means a stronger effect. CPE inhibition, % at 10 µM; hits with a dose series show IC50 in µM. 290,000 tested, 0.02% active; in the data active means a potency from the dose series; inconclusive means CPE inhibition mostly from about 3.7% at the one dose, without a potency; inactive means the rest, 99 in 100 with CPE inhibition below about 2.2%; further: strong numbers were not always called active
Myeloid diff 2: induction of myeloid progenitor differentiation, primary screen, cell-based, flow cytometry, MLPCN library | ER-HoxA9 myeloid progenitors, lysozyme-GFP differentiation | calls only at 10 µM | 360,000 tested, 1% active;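 active means normalized GFP-positive differentiation at or above the plate's own cutoff, the solvent-only control mean plus 3 SD; inconclusive means no clear call, values can overlap the other calls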;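 further: cells exposed to compound for four days before flow analysis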
Autophagy mod: autophagy modulators in MEF cells, primary screen, imaging, high-content, MEF GFP-LC3; MEF GFP-LC3 puncta imaging; test concentration mostly 10 µM; calls only at 10 µM (by protocol); 190,000 tested, 0.98% active; AID 463193, 2010;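 active means percentage of spot-positive cells more than 3 SD above its plate mean, without a fluorescence outlier flag or 80% toxicity; inconclusive means no clear call, values can overlap the other calls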;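 further: spot-positive cell cutoff set from DMSO-treated cells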
Hep lipid drop: inhibitors of hepatocyte lipid droplet formation, primary screen, imaging, high-throughput imaging, BODIPY stain; AML12 mouse hepatocytes, oleate lipid droplets; inhibition, % at 6.5 µM; 240,000 tested, 0.4% active;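 active means lipid droplet intensity inhibited by at least 50%, with more than 500 cells counted; inconclusive means wells with under 300 cells, treated as cytotoxic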
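System: AML12 hepatocytes (mouse). Probe or stimulus: oleic acid at 100 µM to induce lipid droplet formation. Times: overnight treatment with compound plus oleate. Detection: Image-based BODIPY and DAPI two-channel analysis. Evaluation: percent inhibition of filter-corrected integrated lipid droplet intensity per well.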
MT stabilize HCS: microtubule stabilizers in HeLa cells, primary screen, imaging, high-content imaging; HeLa tubulin immunostaining HCS, 24 h; share of cells brighter than vehicle mean+2SD; % tubulin-high responders, % at 10 µM; 200,000 tested, 0.83% active; AID 2205, 2009;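 active means plate Z-score above 3 for both tubulin-high and condensed-nucleus cell shares, with cell loss under 80%, at 10 µM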;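 further: anti alpha tubulin signal scored within the nucleus-defined area of each cell; some results filed as inactive read as strong as hits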
Ins promoter up: insulin promoter activators in MIN6 cells, imaging, high-content screening, mouse beta cells. MIN6 insulin promoter-GFP reporter; hits give high values. 190,000 tested, 0.3% active. z-score at 5 µM;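 active means z-score above 3 at 5 µM with at least 500 cells counted in the well; inconclusive means wells under 500 cells, flagged as cytotoxic or low count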
WT yeast gro inh: growth inhibition of WT strain, primary screen, mitochondrial fusion inhibitor project, WT and mutant strains, chemical genetic | mitochondrial fusion phenotypic screen | inhibition, % at 10 µM | 190,000 tested, 2.1% active; in the data active means inhibition above about 58%; tested in S. cerevisiae
T cell modulator: modulators of CD8 T cell-vesicle binding, primary screen, mouse 2C CD8+ T cells, flow cytometry; calls only at 7 µM; AID 2052, 2009; 2C CD8+ T cell-vesicle binding; hits give low values; 330,000 tested, 0.068% active;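 active means response, share of CD8 T cells binding vesicles, and their 90th percentile fluorescence all below set limits, cut at about 80% in these data, passing the limit was not always enough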
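material = purified 2C TCR transgenic mouse naive CD8+ T cells | controls = Unloaded micro-vesicles (low), QL9 vesicles with 0.7% DMSO (high) | detection = cytometric PE anti-B7-1 and Alexa647 anti-CD8 signals after 1% paraformaldehyde fixation | incubation = binding step 1.5 h, 37 °C, antibody labelling 20 min, ice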
WT yeast gro inh mutant strain: second read-out of WT yeast gro inh, no call of its own (marks repeat the call); inhibition, %; mitochondrial fusion phenotypic screen, mutant strain inhibition
Ins promoter up cell count: further read-out of Ins promoter up, marked with its call; cell count; measured here: cytotoxicity, nuclei count;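 total cells summed across four imaged fields per well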
Hep lipid drop cells 6.5 µM: also measured in Hep lipid drop; calls as there; cell count; measured here: cell count, cytotoxicity flag;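 cells counted across two imaged fields per well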
bCat nuc transl cell count 5 µM: second read-out of bCat nuc transl, no call of its own (marks repeat the call); cell count; measured here: cell count, cytotoxicity flag
T cell modulator vesicle-bound %: second read-out of T cell modulator, no call of its own (marks repeat the call); double positive events, %; measured here: CD8+ vesicle-bound cell fraction;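 binding gate set so that unloaded-vesicle control wells show 10% double positive cells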
MT stabilize HCS Hoechst-high %: second read-out of MT stabilize HCS, no call of its own (marks repeat the call); % Hoechst-high responders; measured here: nuclear condensation Hoechst responders;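 share of cells brighter than vehicle mean plus two SD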
MT stabilize HCS cytotoxicity %: further read-out of MT stabilize HCS, marked with its call; toxicity, %; measured here: cytotoxicity by cell density;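 0% = mean cell density of plate MIN control wells and 100% = no cells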
Autophagy mod cell loss 18 h: recorded beside Autophagy mod, whose call it bears; toxicity, %; measured here: cell loss, nuclei count;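 cell loss after 18 h compound exposure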
Myeloid diff 2 GFP+ MAC1+ %: also measured in Myeloid diff 2; calls as there; GFP+ MAC1+ double positive, %; measured here: differentiation confirmed by MAC1 staining
* = called active by the depositor. Rows are unselected; 3.9% or so of the library scored in one or more.

CCn1ccnc1CNC(=O)C1CCC(=O)N(Cc2ccccc2F)C1 (stereo unspecified) was read as West Nile antiviral 0.0%, Myeloid diff 2 inactive, Hep lipid drop -6, T cell modulator inactive, Hep lipid drop cells 6.5 µM 843, T cell modulator vesicle-bound % 68 and Myeloid diff 2 GFP+ MAC1+ % 1.4.
`COC(=O)c1ccccc1NC(=O)N1CSC[C@H]1C(=O)OC` gave bCat nuc transl -1.8, West Nile antiviral 0.8%, Myeloid diff 2 inactive, Autophagy mod inactive, MT stabilize HCS 3.0, Ins promoter up -0.55, WT yeast gro inh 8, T cell modulator inactive, WT yeast gro inh mutant strain -1, Ins promoter up cell count 1304, bCat nuc transl cell count 5 µM 898, T cell modulator vesicle-bound % 32, MT stabilize HCS Hoechst-high % 1.5, MT stabilize HCS cytotoxicity % 6.5, Autophagy mod cell loss 18 h 9 and Myeloid diff 2 GFP+ MAC1+ % 0.5.
COC(=O)CSc1nnc(CNC(=O)Cc2ccccc2)n1-c1ccccc1OC was read as bCat nuc transl -2.9, West Nile antiviral 1.3%, Myeloid diff 2 inactive, Autophagy mod inactive, MT stabilize HCS 1.9, Ins promoter up 0.04, WT yeast gro inh -17, T cell modulator inactive, WT yeast gro inh mutant strain -37, Ins promoter up cell count 1608, bCat nuc transl cell count 5 µM 1055, T cell modulator vesicle-bound % 50, MT stabilize HCS Hoechst-high % 1.5, MT stabilize HCS cytotoxicity % 6.5, Autophagy mod cell loss 18 h 14 and Myeloid diff 2 GFP+ MAC1+ % 5.7.
For COc1ccc(C2C=C(c3ccc(Br)cc3)Nc3nc(N4C(=O)CCC4=O)nn32)cc1 (stereo unspecified) the results were bCat nuc transl 1.5, West Nile antiviral 0.0%, Myeloid diff 2 inactive, Autophagy mod inactive, MT stabilize HCS 1.8, Ins promoter up -0.35, WT yeast gro inh 6, T cell modulator inactive, WT yeast gro inh mutant strain 9, Ins promoter up cell count 1017, bCat nuc transl cell count 5 µM 1205, T cell modulator vesicle-bound % 29, MT stabilize HCS Hoechst-high % 2.5, MT stabilize HCS cytotoxicity % 1.5, Autophagy mod cell loss 18 h -14 and Myeloid diff 2 GFP+ MAC1+ % 0.7.
`O=C(O/N=C(/c1ccccc1)c1ccncc1)c1ccc(F)cc1` gave West Nile antiviral 0.0%, Myeloid diff 2 inactive, Autophagy mod inactive, Hep lipid drop 6, MT stabilize HCS 3.8, Ins promoter up -0.2, WT yeast gro inh -11, T cell modulator inactive, WT yeast gro inh mutant strain 19, Ins promoter up cell count 1343, Hep lipid drop cells 6.5 µM 762, T cell modulator vesicle-bound % 40, MT stabilize HCS Hoechst-high % 3.4, MT stabilize HCS cytotoxicity % 5.6, Autophagy mod cell loss 18 h -1 and Myeloid diff 2 GFP+ MAC1+ % 0.2.
CCN(CC)C(=O)CN1C(=O)C2(OCC(C)(c3ccccc3)CO2)c2ccccc21 (stereo unspecified) was read as bCat nuc transl 0.1, West Nile antiviral -0.8%, Myeloid diff 2 inactive, Autophagy mod inactive, Hep lipid drop -31, MT stabilize HCS 4.0, Ins promoter up -0.23, WT yeast gro inh 18, T cell modulator inactive, WT yeast gro inh mutant strain -26, Ins promoter up cell count 1213, Hep lipid drop cells 6.5 µM 742, bCat nuc transl cell count 5 µM 1200, T cell modulator vesicle-bound % 7, MT stabilize HCS Hoechst-high % 1.5, MT stabilize HCS cytotoxicity % 4.8, Autophagy mod cell loss 18 h -5 and Myeloid diff 2 GFP+ MAC1+ % 8.5.
Screening CCC(C)NC(=O)c1c(N)n(/N=C/c2cccs2)c2nc3ccccc3nc12 (stereo unspecified) returned bCat nuc transl -2.3, West Nile antiviral inconclusive, Autophagy mod inactive, MT stabilize HCS 2.4, Ins promoter up -0.36, WT yeast gro inh 5, WT yeast gro inh mutant strain 21, Ins promoter up cell count 1135, bCat nuc transl cell count 5 µM 1407, MT stabilize HCS Hoechst-high % 2.2, MT stabilize HCS cytotoxicity % 6.0 and Autophagy mod cell loss 18 h 9.
For Cc1ccc(F)cc1NC(=O)Nc1cc(C(C)(C)C)nn1C the results were bCat nuc transl -4.9, West Nile antiviral -0.3%, Myeloid diff 2 inactive, Hep lipid drop -2, Ins promoter up -1.4, T cell modulator inactive, Ins promoter up cell count 1395, Hep lipid drop cells 6.5 µM 722, bCat nuc transl cell count 5 µM 1164, T cell modulator vesicle-bound % 25 and Myeloid diff 2 GFP+ MAC1+ % 0.3.
`O=C(CCn1cnc(-c2ccccc2)c1-c1ccccc1)N/N=C/c1ccccc1O` gave bCat nuc transl -3.4, West Nile antiviral -0.9%, Myeloid diff 2 inactive, Autophagy mod inactive, Hep lipid drop 6, MT stabilize HCS 6.6, Ins promoter up 0.06, WT yeast gro inh -11, T cell modulator inactive, WT yeast gro inh mutant strain -2, Ins promoter up cell count 1288, Hep lipid drop cells 6.5 µM 719, bCat nuc transl cell count 5 µM 1229, T cell modulator vesicle-bound % 51, MT stabilize HCS Hoechst-high % 6.2, MT stabilize HCS cytotoxicity % 26, Autophagy mod cell loss 18 h 21 and Myeloid diff 2 GFP+ MAC1+ % 0.5.
Cc1cc(O)c(C(C)C)cc1N=Cc1ccccc1O was read as bCat nuc transl -0.7, West Nile antiviral 0.0%, Hep lipid drop -6, Ins promoter up 0.01, T cell modulator inactive, Ins promoter up cell count 1077, Hep lipid drop cells 6.5 µM 673, bCat nuc transl cell count 5 µM 1315 and T cell modulator vesicle-bound % 35.
CC1S/C(=N/N=C2CCC(C(C)(C)C)CC2)NC1=O (stereo unspecified) was read as bCat nuc transl -1.4, West Nile antiviral 0.2%, Myeloid diff 2 inactive, Autophagy mod inactive, Hep lipid drop -2, MT stabilize HCS 2.4, Ins promoter up 2.3, WT yeast gro inh -5, T cell modulator inactive, WT yeast gro inh mutant strain -9, Ins promoter up cell count 1591, Hep lipid drop cells 6.5 µM 679, bCat nuc transl cell count 5 µM 1057, T cell modulator vesicle-bound % 47, MT stabilize HCS Hoechst-high % 2.8, MT stabilize HCS cytotoxicity % 4.1, Autophagy mod cell loss 18 h -8 and Myeloid diff 2 GFP+ MAC1+ % 0.0.
For Cc1ccc(CCC(=O)Nc2ccccc2F)s1 the results were bCat nuc transl 0.2, West Nile antiviral -0.6%, Myeloid diff 2 inactive, Autophagy mod inactive, Hep lipid drop -29, MT stabilize HCS 3.6, Ins promoter up 0.37, WT yeast gro inh 16, T cell modulator inactive, WT yeast gro inh mutant strain 2, Ins promoter up cell count 1418, Hep lipid drop cells 6.5 µM 710, bCat nuc transl cell count 5 µM 1455, T cell modulator vesicle-bound % 61, MT stabilize HCS Hoechst-high % 1.3, MT stabilize HCS cytotoxicity % 6.2, Autophagy mod cell loss 18 h 1 and Myeloid diff 2 GFP+ MAC1+ % 0.5.
`CCOc1ccc(-c2nnn(CC(=O)NCc3ccc(OC)cc3)n2)cc1OCC` gave bCat nuc transl 1.1, West Nile antiviral 2.9%, Myeloid diff 2 inactive, Autophagy mod inactive, MT stabilize HCS 3.3, WT yeast gro inh 6, T cell modulator inactive, WT yeast gro inh mutant strain 12, bCat nuc transl cell count 5 µM 1178, T cell modulator vesicle-bound % 29, MT stabilize HCS Hoechst-high % 5.0, MT stabilize HCS cytotoxicity % 9.1, Autophagy mod cell loss 18 h 12 and Myeloid diff 2 GFP+ MAC1+ % 7.3.
For CCn1c(SCc2ccccc2)nc2c1c(=O)[nH]c(=O)n2C the results were West Nile antiviral -0.4%, Myeloid diff 2 inactive, Hep lipid drop -6, T cell modulator inactive, Hep lipid drop cells 6.5 µM 841, T cell modulator vesicle-bound % 65 and Myeloid diff 2 GFP+ MAC1+ % 0.2.
CC1CCCCC1NC(=O)CN1C(=O)c2ccccc2S1(=O)=O (stereo unspecified) was read as West Nile antiviral -0.2%, Myeloid diff 2 inactive, Hep lipid drop -2, T cell modulator inactive, Hep lipid drop cells 6.5 µM 741, T cell modulator vesicle-bound % 63 and Myeloid diff 2 GFP+ MAC1+ % 1.5.
`O=C(CNS(=O)(=O)c1cccs1)NCCc1ccc(Cl)cc1` gave West Nile antiviral -0.7%, Myeloid diff 2 inactive, Hep lipid drop -3, T cell modulator inactive, Hep lipid drop cells 6.5 µM 810, T cell modulator vesicle-bound % 42 and Myeloid diff 2 GFP+ MAC1+ % 0.8.
`COc1ccc(Cl)cc1C(=O)Nn1c(C)nc2ccccc2c1=O` gave West Nile antiviral -0.1%, Myeloid diff 2 inactive, Autophagy mod inactive, MT stabilize HCS 6.9, WT yeast gro inh 7, T cell modulator inactive, WT yeast gro inh mutant strain -2, T cell modulator vesicle-bound % 19, MT stabilize HCS Hoechst-high % 2.3, MT stabilize HCS cytotoxicity % 15, Autophagy mod cell loss 18 h 32 and Myeloid diff 2 GFP+ MAC1+ % 9.5.
Screening COc1cc(NC(=O)c2ccccc2)c(C)cc1NC(=O)CC(CC(=O)O)c1ccccc1 (stereo unspecified) returned West Nile antiviral 0.1%, Myeloid diff 2 inactive, Hep lipid drop -8, T cell modulator inactive, Hep lipid drop cells 6.5 µM 653, T cell modulator vesicle-bound % 58 and Myeloid diff 2 GFP+ MAC1+ % 0.3.
